# TCR CD3 inh – inhibitors of human TCR-CD3 interaction; inhibition, % at 9.4 µM; AID 651800; TAMRA-labeled TCR probe fluorescence, biochemical; hit rate 0.37% among 360,000; in the data active = inhibition above about 19%;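 note: recombinant mutant TCR 2C K166C tagged with TAMRA read by polarization; 0% = receptor in buffer alone and 100% = receptor with positive control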
# UHRF1 MBD2 ctr – blocks human UHRF1 binding to methylated DNA; UHRF1 binding to methylated oligo, TR-FRET; inhibition, % at 4.4 µM; hit rate 0.75% among 370,000; AID 687016; in the data active = inhibition above about 21%;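 note: UHRF1 SRA domain binding a hemimethylated CpG hairpin DNA probe; 0% = median of test compound wells and 100% = reference inhibitor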
# Target sequence (Q96T88 whole entry, looked up, the tested form may be a part): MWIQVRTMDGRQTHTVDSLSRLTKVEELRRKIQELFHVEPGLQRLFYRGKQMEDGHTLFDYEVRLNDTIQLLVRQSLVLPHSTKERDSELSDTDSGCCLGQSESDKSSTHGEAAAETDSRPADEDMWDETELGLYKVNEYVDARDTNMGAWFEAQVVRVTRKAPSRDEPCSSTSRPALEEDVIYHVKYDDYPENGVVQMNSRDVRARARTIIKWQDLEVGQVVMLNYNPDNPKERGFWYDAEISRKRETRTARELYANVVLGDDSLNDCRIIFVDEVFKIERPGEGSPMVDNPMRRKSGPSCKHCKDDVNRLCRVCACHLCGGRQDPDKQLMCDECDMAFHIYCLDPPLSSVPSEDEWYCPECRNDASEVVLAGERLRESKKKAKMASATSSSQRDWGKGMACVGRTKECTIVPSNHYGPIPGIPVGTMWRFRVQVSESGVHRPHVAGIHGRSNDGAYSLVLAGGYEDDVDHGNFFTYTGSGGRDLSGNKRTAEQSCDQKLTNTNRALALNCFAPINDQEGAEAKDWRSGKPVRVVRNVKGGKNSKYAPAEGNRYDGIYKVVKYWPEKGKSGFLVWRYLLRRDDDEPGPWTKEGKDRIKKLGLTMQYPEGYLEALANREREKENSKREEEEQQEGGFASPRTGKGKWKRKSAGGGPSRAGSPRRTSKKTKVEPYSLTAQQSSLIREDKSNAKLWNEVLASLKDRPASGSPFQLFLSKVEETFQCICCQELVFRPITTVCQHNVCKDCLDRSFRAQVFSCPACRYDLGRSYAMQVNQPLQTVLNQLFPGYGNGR
# MBD2 DNA inh – inhibitors of human MBD2 binding to methylated oligonucleotide; hit rate 0.31% among 370,000; inhibition, % at 4.4 µM; TR-FRET; Q9UBB5; in the data active = inhibition above about 13%
# SIAE inh – human SIAE inhibition, primary screen. hit rate 0.69% among 370,000. Q9HAT2. inhibition, % at 9.66 µM. SIAE FP-Rh probe binding, fluorescence polarization;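 active = inhibition above a cutoff: mean of compounds within the control limits plus 3 SD of those, cut at about 17% in these data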;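 note: 0% = plate median of compound wells and 100% = probe without SIAE protein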
# proKLK7 act – proKLK7 (human) activation, primary screen | P49862 | purified proKLK7, EDANS-DABCYL substrate fluorescence; 100% is mature enzyme control, 0% vehicle | activation, % at 7 µM | hit rate 0.9% among 370,000;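 active = activation above the mean of all tested compounds plus 3 SD, computed per campaign excluding outliers beyond control limits, cut at about 13% in these data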
# Target sequence (P49862 whole entry, looked up): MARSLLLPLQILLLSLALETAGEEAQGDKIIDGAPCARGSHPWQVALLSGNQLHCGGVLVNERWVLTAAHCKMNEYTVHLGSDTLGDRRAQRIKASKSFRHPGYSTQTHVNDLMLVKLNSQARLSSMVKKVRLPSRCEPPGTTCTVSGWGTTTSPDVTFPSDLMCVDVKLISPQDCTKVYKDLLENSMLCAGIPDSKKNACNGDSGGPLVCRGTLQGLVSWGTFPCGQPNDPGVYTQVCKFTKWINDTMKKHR
# DDE Tn7 FP inh – inhibitors of Tn7 peptide binding to human fibrin DD(E) | hit rate 0.13% among 370,000 | AID 720508 | P02675 | inhibition, % at 8.3 µM | FP displacement of FITC-Tn7 peptide from fibrin DD(E); 0% = median of compound wells per plate;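 active = inhibition above the mean of compounds falling within the control limits plus 3 SD of them, cut at about 14% in these data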;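 note: 0% = plate median of compound wells and 100% = 10 µM Aha-Tn7 peptide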
#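 Assay system: Human fibrin DD(E) protein | Medium: Tris buffer with calcium and detergent, pH 7.8 | Reagent: 0.1 µM fluorescent Tn7 | Compound dosing: Single point at 8.3 µM | Times: 10 min preincubation, 3 h with tracer, room temperature | Detection: Fluorescence polarization of the labelled Tn7 tracer | Controls: Aha-Tn7 high control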
# PRMT1 inh – PRMT1 (human) inhibition, primary screen; recombinant PRMT1, activity-based probe fluorescence polarization; hit rate 1.3% among 370,000; Q99873; AID 652257; inhibition, % at 2.79 µM;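 active = inhibition above about 21% made by adding two undisclosed values, limit read from the data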
# TDP2 inh – TDP2 (human) inhibition, absorbance primary screen. recombinant TDP2, T5PNP hydrolysis, p-nitrophenol absorbance 415 nm. inhibition, % at 12.8 µM. hit rate 0.34% among 370,000. AID 720702;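 active = inhibition above the mean of all tested compounds plus 3 SD, set per campaign, cut at about 25% in these data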;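 note: 0% = DMSO with enzyme and 100% = buffer with substrate but no TDP2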
#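 Incubation: 2 h at 37 °C; Test system: recombinant human TDP2; Quantity: enzyme 120 nM; Read-out basis: percent inhibition; Medium: 50 mM Tris-HCl pH 7.5 with Mg2+, KCl, DTT, BSA; Repeats: single replicate; Compound: 12.8 µM single point, 1% DMSO; Signal: epi absorbance; Reagent: 5 mM T5PNP chromogenic substrate; Benchmarks: no-enzyme high, DMSO-plus-enzyme low.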
# DDE Tn6 FP inh – DD(E)-Tn6 binding inhibition, primary FP screen | P02675 | Fibrin DD(E) TRITC-Tn6 fluorescence polarization displacement | inhibition, % at 8.3 µM | hit rate 0.21% among 370,000 | AID 720509;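 active = inhibition above a per-campaign cutoff: mean of compounds within control limits plus 3 SD, cut at about 15% in these data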;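 note: 0% = median of all compound wells on the plate and 100% = blocking peptide control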
# LEDGF integ inh – blocks HIV-1 LEDGF/p75-dependent DNA integration | TR-FRET IN-LEDGF/p75 DNA integration, Eu/Cy5 | hit rate 0.64% among 370,000 | inhibition, % at 3.7 µM;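 active = inhibition above the screen-wide mean plus 3 SD, cut at about 13% in these data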;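 note: signal is the Cy5 over europium emission ratio at 671 and 618 nm; 0% = plate median of compound wells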
# * = called active by the depositor; · = no result given; & = joins results of further samples.
SMILES,TCR CD3 inh,UHRF1 MBD2 ctr,MBD2 DNA inh,SIAE inh,proKLK7 act,DDE Tn7 FP inh,PRMT1 inh,TDP2 inh,DDE Tn6 FP inh,LEDGF integ inh
CCCn1c(SCC(=O)Nc2cccc(C(=O)OC)c2)nnc1-c1cccnc1,-7,3,2,-2,-0.1,0,2,-5,4,1
COc1ccc(-c2noc(CCC(=O)NCc3cc(Br)ccc3OC)n2)cc1,0,-1,-1,7,0.4,-1,1,-3,1,-2
COc1ccc2c(c1OC)C(=O)OC2C1c2c(cc3c(c2OC)OCO3)CCN1C (stereo not drawn),-7&-12&-2,0&2&-1,-3&5&-7,1&0&8,-0.6&2.9&0.4,-13&3&0,-3&1&-3,-4&-8&-11,-2&0&-1,3&-3&2
CC(=O)Nc1ccc(S(=O)(=O)N(C)CC(=O)OCC(=O)N2CCN(C(=O)c3ccco3)CC2)cc1,4,5,4,-1,-0.1,2,3,8,1,-3
Cc1ccc(C(=O)NCC(=O)N/N=C/c2sccc2C)cc1[N+](=O)[O-],5,-1,-1,3,-0.4,5,-1,-7,-4,-2
COc1ccc(NC(=O)CCc2ccccc2)cc1NC(=O)c1ccco1,-5,4,3,-1,-0.7,3,5,-8,-13,0
CC(C(=O)Nc1cccc(S(=O)(=O)N2CCOCC2)c1)N1CCN(C)CC1 (stereo not drawn),7,-2,2,-7,-0.8,-3,-9,-6,0,2
COC(=O)C1=C(C)N=C2SC(C#N)=C(N)N2C1c1cc(OC)c(OC)c(OC)c1 (stereo not drawn),3,-3,-2,2,0.9,-10,-4,-11,4,-3
CNC(=O)C1CC(=O)N(c2ccc(OCC(=O)Nc3ccccc3C)cc2)C1 (stereo not drawn),-2,-1,0,0,0.6,-5,4,-2,1,2
CCn1c(SCC(=O)N2CCc3ccccc3C2)nc2sc(C)c(C)c2c1=O,2,0,5,-12,-0.5,-9,-1,-21,0,3
CCCCOC(=O)Nc1cccc(Cl)c1C,4,-1,1,1,0.1,9,0,4,3,-1
O=C(O)c1cccc(S(=O)(=O)Nc2ccc(Cc3ccncc3)cc2)c1,-6,6,-1,-4,-0.4,-3,1,-21,1,3
CCCCC[C@@H]1CCCCC[C@H](O)C[C@@H](O)[C@@H](O)/C=C/C(=O)O1,-1,-1,-7,2,-0.2,-1,4,4,-4,-1
Cc1c(C(=O)N/N=C/c2cccc(O)c2)nnn1-c1nonc1N,1,-2,-1,1,0.1,-7,-1,-8,5,0
O=C(O)CN=C(Nc1cc(Cl)cc(Cl)c1)NC(c1ccccc1)c1ccccc1,0,0,2,-18,-0.5,-5,4,2,-2,-4
Cc1ccccc1N(C(=O)c1csnn1)C(C(=O)NC1CCCC1)c1ccncc1 (stereo not drawn),5,0,1,-2,-0.1,-2,-3,8,4,-1
CC(C)Oc1ccc(CCc2n[nH]c(=S)n2-c2ccccc2)cc1,9,-1,1,6,0.1,2,4,7,-3,2
Cc1ccc(C(=O)C2=C(O)C(=O)N(Cc3cccnc3)C2c2cccc(Oc3ccccc3)c2)o1 (stereo not drawn),2,-6,-1,0,0.3,5,4,5,7,-3
CCOC(=O)c1ccc2nc(NC(=O)c3ccco3)sc2c1,0,-4,2,-11,-0.1,2,-3,5,9,0
CC(=O)Nc1cc(S(=O)(=O)Nc2ccc(C)cc2)c(C)cc1C,1,-2,7,5,0.0,3,4,4,3,2
CCOc1ccc(-n2cc(C(=O)c3cc(Cl)ccc3O)cc(C#N)c2=O)cc1,2,3,0,-3,0.8,-4,0,-11,-6,4
CCCCN(C=O)c1c(CC)nc2ccc(C(=O)N3CCN(c4ccccc4)CC3)cn12,-8,0,3,8,0.6,2,2,3,7,-4
Cc1ccccc1NC(=O)Oc1cccc(OC(=O)c2ccccc2)c1,-5,1,2,9,-0.1,3,3,-1,-4,-3
CCN(CC(=O)Nc1c(F)cccc1F)C(=O)Cc1ccc2c(c1)CCC2,-5,2,-1,1,-0.1,-1,9,2,-2,3
NNC(=O)c1ccc(COc2cccc3ccccc23)cc1,3,-1,0,1,-1.6,-2,-2,-7,4,-2

# In another format: entries from further up.
SMILES: CNC(=O)C1CC(=O)N(c2ccc(OCC(=O)Nc3ccccc3C)cc2)C1 (stereo not drawn)
- TCR CD3 inh: -2
- UHRF1 MBD2 ctr: -1
- MBD2 DNA inh: 0
- SIAE inh: 0
- proKLK7 act: 0.6
- DDE Tn7 FP inh: -5
- PRMT1 inh: 4
- TDP2 inh: -2
- DDE Tn6 FP inh: 1
- LEDGF integ inh: 2

SMILES: COC(=O)C1=C(C)N=C2SC(C#N)=C(N)N2C1c1cc(OC)c(OC)c(OC)c1 (stereo not drawn)
- TCR CD3 inh: 3
- UHRF1 MBD2 ctr: -3
- MBD2 DNA inh: -2
- SIAE inh: 2
- proKLK7 act: 0.9
- DDE Tn7 FP inh: -10
- PRMT1 inh: -4
- TDP2 inh: -11
- DDE Tn6 FP inh: 4
- LEDGF integ inh: -3

SMILES: CCn1c(SCC(=O)N2CCc3ccccc3C2)nc2sc(C)c(C)c2c1=O
- TCR CD3 inh: 2
- UHRF1 MBD2 ctr: 0
- MBD2 DNA inh: 5
- SIAE inh: -12
- proKLK7 act: -0.5
- DDE Tn7 FP inh: -9
- PRMT1 inh: -1
- TDP2 inh: -21
- DDE Tn6 FP inh: 0
- LEDGF integ inh: 3

# Remaining list, next part:
SMILES,TCR CD3 inh,UHRF1 MBD2 ctr,MBD2 DNA inh,SIAE inh,proKLK7 act,DDE Tn7 FP inh,PRMT1 inh,TDP2 inh,DDE Tn6 FP inh,LEDGF integ inh
CCc1nnc(NC(=O)Cc2ccc(S(=O)(=O)N3CCCCC3)cc2)s1,2,-3,3,1,-0.3,-7,-4,9,7,6
CCN(CC)CCn1c2c(c(SCC(=O)Nc3nc4ccc(C)cc4s3)nc1=O)CCC2,-3,4,2,-1,-0.3,-4,-5,-26,-1,4
COc1ccccc1C(=O)Nc1ccc(S(=O)(=O)N2CCOCC2)cc1,3,4,3,5,0.6,5,0,6,-13,-1
COc1ccc(-c2nn(-c3ccccc3)cc2C(=O)NC(=S)Nc2cc(Cl)ccc2Cl)cc1,4,1,-1,-3,-0.7,-2,0,-2,6,7
O=C(O)c1cc(C(=O)C2CC2)c[nH]1,4,-1,2,-5,-0.2,6,-1,-3,-3,-1
CCN(CC)CCNc1cc(C)nc2c1C(=O)C(=O)C=C2N1CCCCC1,1,-8,-13,4,-0.7,-6,2,-5,-8,-5
CC(=O)OCC(=O)Nc1ccc(SC(F)F)cc1,4,0,1,4,0.0,11,11,10,0,-1
O=C(NC1CCN(Cc2ccccc2)C1)c1cc(COc2ccc(F)cc2F)on1 (stereo not drawn),0,1,-4,7,0.0,1,0,-8,-4,5
O=C(CC1CCCCC1)Nc1ccccc1-c1ccccc1,5,-1,-4,8,-0.6,-1,-1,-2,-1,4
COc1cccc(-c2nc(CS(=O)CC(=O)O)c(C)o2)c1 (stereo not drawn),4,0,5,7,0.4,11,6,0,-6,-3
C/C(=N\NC(=O)c1ccccc1)c1ccc(C)c([N+](=O)[O-])c1,9,-1,0,8,0.0,-12,-3,-7,2,-1
CCOc1ccc(C(=O)N2CCN(c3cccc(Cl)c3)CC2)cc1,11,-2,1,2,0.2,1,-5,-11,3,0
COCCN(C(=O)c1csnn1)C(C(=O)NC1CCCC1)c1ccc(C)cc1 (stereo not drawn),5,-2,0,1,0.3,1,-3,5,8,0
Cc1ccccc1N1CCN(C(=O)CCN2C(=O)c3ccccc3C2=O)CC1,-7,2,-1,-1,-0.3,-12,2,-5,-3,1
CCCCCNC(=O)CCc1ccccc1,-2,2,2,-1,0.1,0,1,-2,-6,-1
CCCN1CCC(=O)N([C@H](CO)Cc2ccccc2)CC1,-1,4,-1,3,1.2,0,1,4,0,4
O=C(NC1CCCc2ccccc21)C1CCCC1 (stereo not drawn),1,-3,-2,-8,-0.2,-2,-2,10,0,-5
Cc1ccc2nc(-c3ccc(N4C(=O)CC(N5CCN(CCO)CC5)C4=O)cc3)sc2c1 (stereo not drawn),-1,0,-1,-1,7.1,0,2,2,0,1
COc1ccc(-c2cc(-c3nnc(COC(=O)C4CC4C)o3)c3ccccc3n2)cc1OC (stereo not drawn),1,-1,-2,-9,-9.5,-4,-5,-2,-3,-2
CCOC(=O)[C@]12CCCCC/C=C\1N(Cc1ccc(OC)cc1)C(=O)[C@H]2CC(=O)NCc1cccc(C(F)(F)F)c1,·,-1,-5,1,1.3,0,2,-14,3,-2
FC(F)(F)c1nc(-c2cccs2)ncc1-c1nnnn1-c1ccc(Cl)cc1,11,0,-1,-10,-0.7,6,-4,-6,0,-3
CC(C)(C)c1ccc(C(=O)N2CCCC2c2cccs2)cc1 (stereo not drawn),-5,15,9,5,-0.1,1,2,-11,7,-8
CCOc1ccc(S(=O)(=O)N2CCCCC2)cc1NC(=O)c1ccccc1,-8,2,-3,1,-0.7,-1,1,7,0,2
COc1ccccc1-c1cc(C(=O)Nc2cccnc2Cl)no1,-4,1,2,-3,0.5,2,2,-3,3,0
CCOC(=O)c1sc(NC(=S)NC(=O)CC(C)C)cc1C,-6,2,3,-16,0.3,-4,2,-6,6,2
O=C(O)C1C2C=CC(O2)C1C(=O)Nc1ccccn1 (stereo not drawn),3,0,-2,0,1.3,3,2,3,8,0
O=C(NCCc1ccccc1)C1CCN(S(=O)(=O)N2CCCC2)CC1,-5,0,-3,0,-0.1,6,3,-6,0,0
O=C(N/N=C/c1cc(Br)ccc1O)Nc1ccccc1,0,2,2,14,-68,2,0,-3,-11,-1
Cc1cccc(Nc2c([N+](=O)[O-])ccc3nonc23)c1C,-6,-1,2,-3,-0.2,7,2,0,6,-4
COc1ccc(NC(=O)CN2CCN(CC(=O)Nc3ccccc3F)CC2)c(OC)c1,7,-3,2,2,-0.1,6,-3,-7,-4,0

# Five entries from above, ordered by the value under SIAE inh, low to high.
mol	SIAE inh
Cc1cccc(Nc2c([N+](=O)[O-])ccc3nonc23)c1C	-3
CCN(CC)CCn1c2c(c(SCC(=O)Nc3nc4ccc(C)cc4s3)nc1=O)CCC2	-1
CCOC(=O)[C@]12CCCCC/C=C\1N(Cc1ccc(OC)cc1)C(=O)[C@H]2CC(=O)NCc1cccc(C(F)(F)F)c1	1
O=C(CC1CCCCC1)Nc1ccccc1-c1ccccc1	8
O=C(N/N=C/c1cc(Br)ccc1O)Nc1ccccc1	14

# 2 compounds picked at random from those above, as already listed:
SMILES,TCR CD3 inh,UHRF1 MBD2 ctr,MBD2 DNA inh,SIAE inh,proKLK7 act,DDE Tn7 FP inh,PRMT1 inh,TDP2 inh,DDE Tn6 FP inh,LEDGF integ inh
Cc1ccc2nc(-c3ccc(N4C(=O)CC(N5CCN(CCO)CC5)C4=O)cc3)sc2c1 (stereo not drawn),-1,0,-1,-1,7.1,0,2,2,0,1
CC(=O)OCC(=O)Nc1ccc(SC(F)F)cc1,4,0,1,4,0.0,11,11,10,0,-1
